SIAE inh: inhibitors of human sialic acid acetylesterase SIAE. Q9HAT2. SIAE FP-Rh probe binding, fluorescence polarization. 0.69% of 370,000 active. inhibition, % at 9.66 µM;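 active = inhibition above a cutoff: mean of compounds within the control limits plus 3 SD of those, cut at about 17% in these data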;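 note: 0% = plate median of compound wells and 100% = probe without SIAE protein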
Target sequence (Q9HAT2 whole entry, looked up): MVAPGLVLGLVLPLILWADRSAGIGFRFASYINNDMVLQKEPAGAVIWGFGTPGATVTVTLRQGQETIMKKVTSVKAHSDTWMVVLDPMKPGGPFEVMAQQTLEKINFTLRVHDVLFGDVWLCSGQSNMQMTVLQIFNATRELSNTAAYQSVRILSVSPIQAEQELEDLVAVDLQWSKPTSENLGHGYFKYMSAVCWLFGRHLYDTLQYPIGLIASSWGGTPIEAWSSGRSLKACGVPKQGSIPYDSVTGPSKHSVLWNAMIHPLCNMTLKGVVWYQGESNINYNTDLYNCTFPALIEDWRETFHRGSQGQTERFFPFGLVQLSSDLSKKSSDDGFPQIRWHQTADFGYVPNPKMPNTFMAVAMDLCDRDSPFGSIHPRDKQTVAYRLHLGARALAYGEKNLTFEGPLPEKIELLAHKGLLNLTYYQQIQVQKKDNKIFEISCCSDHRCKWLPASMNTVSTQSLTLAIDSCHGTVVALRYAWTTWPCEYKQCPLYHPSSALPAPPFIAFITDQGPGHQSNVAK
rCAG RNA binder: binds r(CAG) RNA repeats; r(CAG) RNA repeat, TO-PRO-1 dye displacement fluorescence; inhibition, % at 3 µM; 1.3% of 370,000 active; AID 651821;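 active = inhibition above the plate cutoff, the mean of all test compounds on that plate plus 3 SD, cut at about 35% in these data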;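 note: 0% = DMSO alone and 100% = 100 µM mitoxantrone as full dye displacement; higher means more dye released from RNA so lower well fluorescence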
TDP2 inh: blocks human TDP2 phosphodiesterase activity; 0.34% of 370,000 active; O95551; AID 720702; recombinant TDP2, T5PNP hydrolysis, p-nitrophenol absorbance 415 nm; inhibition, % at 12.8 µM;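 active = inhibition above the mean of all tested compounds plus 3 SD, set per campaign, cut at about 25% in these data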;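 note: 0% = DMSO with enzyme and 100% = buffer with substrate but no TDP2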
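Assay system: Recombinant human TDP2 | Quantity: 120 nM TDP2 per well | Incubation: 2 h at 37 °C | Signal: Epi absorbance | Evaluation: Percent inhibition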
ABHD4 inh: ABHD4 (mouse) inhibition, primary FP screen. Q8VD66. purified mABHD4, FP-Rh probe fluorescence polarization. inhibition, % at 8.92 µM. 0.54% of 370,000 active. AID 720543;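 active = inhibition exceeding the mean over every tested compound plus 3 SD, cut at about 30% in these data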;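 note: 0% = plate median of compound wells and 100% = S159A mutant with DMSO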
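System: mouse ABHD4 enzyme, wild type / Medium: HEPES pH 7.0, NaCl, Pluronic buffer / Reagent: FP-Rh activity-based fluorescent probe / Control set: S159A mutant high control, sample median low control / Detection: fluorescence polarization with parallel and perpendicular emission, 525/598 nm / Schedule: 45 min + 60 min at 25 °C / Compound dosing: 8.92 µM, single dose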
LEDGF integ inh: blocks HIV-1 LEDGF/p75-dependent DNA integration. inhibition, % at 3.7 µM. 0.64% of 370,000 active. TR-FRET IN-LEDGF/p75 DNA integration, Eu/Cy5;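 active = inhibition above the screen-wide mean plus 3 SD, cut at about 13% in these data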;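 note: signal is the Cy5 over europium emission ratio at 671 and 618 nm; 0% = plate median of compound wells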
MBD2 inh: blocks human MBD2 binding to methylated DNA; TR-FRET, MBD2 binding to methylated oligonucleotide; inhibition, % at 4.4 µM; AID 686964; 0.31% of 370,000 active; in the data active = inhibition above about 13%
GC-B act: GC-B (human) receptor activation. P20594. HEK293-GC-B cells, CNP EC30, cGMP TR-FRET; 0% at EC30 CNP, 100% saturating CNP. activation, % at 10 µM. 0.11% of 370,000 active;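 active = activation at 10 µM reaching about 35% in either raw or pattern-adjusted values, limit read from the data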
PRMT1 inh: blocks human protein arginine methyltransferase 1; recombinant PRMT1, activity-based probe fluorescence polarization; inhibition, % at 2.79 µM; 1.3% of 370,000 active;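 active = inhibition above about 21% made by adding two undisclosed values, limit read from the data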
HTRA1 inhibitor: inhibitors of human serine peptidase HTRA1; 0.5% of 340,000 active; inhibition, % at 5.96 µM; Q92743; recombinant HTRA1, FP-rhodamine activity-based probe, fluorescence polarization; in the data active = inhibition above about 36%;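 note: 0% = enzyme with DMSO and 100% = wells lacking enzyme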
Target sequence (Q92743 whole entry, looked up): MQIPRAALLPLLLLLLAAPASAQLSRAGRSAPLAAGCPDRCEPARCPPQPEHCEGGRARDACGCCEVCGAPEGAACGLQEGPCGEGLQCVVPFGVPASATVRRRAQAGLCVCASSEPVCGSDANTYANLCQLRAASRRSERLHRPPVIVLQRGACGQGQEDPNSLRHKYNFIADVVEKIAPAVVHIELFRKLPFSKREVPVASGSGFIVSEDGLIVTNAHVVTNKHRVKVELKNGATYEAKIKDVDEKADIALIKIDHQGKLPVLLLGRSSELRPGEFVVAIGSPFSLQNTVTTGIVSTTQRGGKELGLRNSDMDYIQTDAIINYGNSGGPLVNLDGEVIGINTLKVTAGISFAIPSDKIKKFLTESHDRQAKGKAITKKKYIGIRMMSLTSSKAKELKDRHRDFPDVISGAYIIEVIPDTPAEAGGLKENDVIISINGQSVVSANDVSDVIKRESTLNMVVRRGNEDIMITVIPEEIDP
TCR CD3 inh: blocks the human TCR-CD3 interaction | inhibition, % at 9.4 µM | TAMRA-labeled TCR probe fluorescence, biochemical | 0.37% of 360,000 active; in the data active = inhibition above about 19%;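 note: recombinant mutant TCR 2C K166C tagged with TAMRA read by polarization; 0% = receptor in buffer alone and 100% = receptor with positive control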
* marks the source's active call; other numbers are inactive results; x = no result given.

Results follow in this order: SIAE inh, rCAG RNA binder, TDP2 inh, ABHD4 inh, LEDGF integ inh, MBD2 inh, GC-B act, PRMT1 inh, HTRA1 inhibitor, TCR CD3 inh
- C=CCn1c2c(c3ccccc31)CCC2
  -4, 5, 13, 10, -2, 5, -3, 0, x, -8
- COc1ccc(S(=O)(=O)Nc2ccccc2OC)cc1NC(=O)c1cc2ccccc2oc1=O
  2, 3, 4, -4, -3, 1, 1, 0, -5, -2
- O=C(Nc1cccnc1)c1ccc(Cl)cc1[N+](=O)[O-]
  9, 0, -2, -3, 1, 3, 0, -2, -3, 9
- COc1ccc(C2c3[nH]c4ccccc4c3C[C@H]3C(=O)N(C4CCN(Cc5ccccc5)CC4)CC(=O)N23)c(OC)c1 (stereo partly specified)
  15, 16, 1, 1, -2, 0, 4, 1, -33, -4
- O=C(CSc1nnc(C2CC2)n1Cc1ccccc1)Nc1cccnc1Cl
  -2, -2, -18, 1, -9, 2, 11, 4, 2, -1
- CC1=CC2=NC(=O)/C(=C\c3cc(C)n(-c4cccc(Cl)c4)c3C)C(=N)N2O1
  -3, -1, -11, -1, 4, 4, -3, -1, -54, 7
- CCc1ccccc1NC(=O)N1CCCC(CCC(=O)N(C)CCc2ccccn2)C1 (stereo unspecified)
  1, 24, 3, 2, -3, 2, -2, -4, -4, -7
- S=C(Nc1ccccc1Cl)Nc1ccc(Cl)cc1Cl
  0, 2, 15, 0, -2, 0, 4, -3, -1, -1
- COC(=O)[C@]12C[C@H](CC(=O)NCCc3ccccc3OC)C(=O)N(CCC3=CCCCC3)C1=C[C@H](C(C)C)O[C@@H]2C1CC1
  0, 2, -2, -5, 0, 2, -1, -3, x, x
- Cc1cccn2c(N)c(-c3ccccc3)nc12
  5, -4, 1, 9, 1, -3, -1, 1, -1, 0
- CCOC(=O)C(C)Oc1cccc2c(=O)n(CC(=O)NCc3ccc4c(c3)OCO4)ccc12 (stereo unspecified)
  5, 0, -8, -4, 0, 4, -5, -1, -1, 5
- COCCNC(=O)C[C@H]1CC[C@H]2[C@@H](COc3ccc(NS(=O)(=O)c4ccc(Cl)cc4)cc3C(=O)N2C)O1
  -2, 1, 8, 8, 8, 10, 4, 0, x, x
- Cc1ccc(NC(=O)c2ncn(CC(=O)NCc3ccccc3)n2)cc1C
  -3, 4, -1, 0, 2, 0, 0, 0, -24, 9
- Cc1ccc(C(C[N+](=O)[O-])c2c(-c3ccccc3O)[nH][nH]c2=O)cc1 (stereo unspecified)
  -3, 16, -3, 1, -8, -3, -2, 6, 4, -8
- COc1ccc(COc2cc(-c3cccc(OC)c3)nc3ccc(NC(=O)C(C)C)cc23)cc1
  -57, -1, -1, -6, 0, -8, 55*, -1, -3, 6
- CCOC(=O)COc1ccc(C2NC(C(=O)O)CS2)cc1 (stereo unspecified)
  -1, 0, -4, -3, 3, 0, 1, 4, 2, 6
- COc1ccc(NC(=O)CCn2cccc2)cc1
  -5, 5, 5, 6, -1, 1, 7, 2, -1, 3
- COC(=O)c1ccc(COC(=O)c2ccc(C)c(S(=O)(=O)N3CCCCC3)c2)cc1
  -10, 4, 13, 1, -1, 4, -6, 2, -28, -6
- O=C(CSc1ccc(-c2ccc(Br)cc2)nn1)NC1CCCC1
  3, -2, -4, 1, -1, 2, -2, -1, 0, 13
- CN1CCN(S(=O)(=O)c2ccc(C3CCCCC3)cc2)CC1
  3, -7, 12, -3, 2, 0, 2, -1, 3, 10

Next part:
Results follow in this order: SIAE inh, rCAG RNA binder, TDP2 inh, ABHD4 inh, LEDGF integ inh, MBD2 inh, GC-B act, PRMT1 inh, HTRA1 inhibitor, TCR CD3 inh
- COc1ccc(CN(C2CCCC2)S(=O)(=O)c2ccc(-n3cnnn3)c(OC)c2)cc1OC
  -4, -4, 3, -3, -4, 0, -2, -2, 2, 0
- Cc1nc2ccc(NS(=O)(=O)c3ccc(F)c(F)c3F)cc2s1
  0, 6, -1, 0, 6, -3, 8, -2, 4, 3
- CN(C)S(=O)(=O)c1ccc(Cl)c(NC(=O)COC(=O)CCSc2ccccc2)c1
  -2, 4, -11, 3, 2, 4, -1, 0, 0, 2
- O=C(NCc1ccccc1)C1=C[C@@H](C2CC2)C[C@@H](OCCCCO)O1
  1, 1, -9, -7, 0, 5, 13, 3, 5, -2
- CCc1nc(-c2ccccc2)cc(=O)[nH]1
  -6, -4, 1, 0, 0, 1, -2, -1, 4, 6
- CC(O)CNC(=O)Cc1cc(=O)[nH]c(=O)[nH]1 (stereo unspecified)
  -4, 0, -5, -2, 4, -2, 2, -1, -3, 1
- CC(=O)c1ccc(NC(=O)CSc2nc3[nH]c(=O)cc(O)c3s2)cc1
  5, 3, 2, 9, -3, 1, 1, 5, -2, -3
- Cc1cc2cc(CNC(=O)Cc3ccc([N+](=O)[O-])cc3)ccc2[nH]1
  -1, 1, -9, 3, -1, 0, -2, -3, -3, -2
- N#CC(=C=[N-])c1nc2ccccc2nc1-[n+]1cccc(NC(=O)c2ccc(F)cc2)c1
  6, 0, 5, 3, -1, -4, -9, 0, x, 4
- Cc1ccc2[nH]c(=O)c(C(c3nnnn3C(C)(C)C)N3CCN(C(=O)c4ccco4)CC3)cc2c1 (stereo unspecified)
  10, 2, 7, 4, 5, -4, 1, 1, -1, 5
- CN(C)c1nc(SCC#N)nc(N(C)C)n1
  0, -4, 0, 0, -5, 0, 1, 3, 2, -4
- CCOc1ccc(N(CC(=O)N2CC=C(c3ccccc3)CC2)S(=O)(=O)c2c(C)noc2C)cc1
  3, 2, -10, 2, -1, 4, -10, 5, -7, 0
- CN1CCN(C(=O)COCc2cc(-c3ccc4c(c3)OCO4)on2)CC1
  8, -3, 3, 6, 0, -4, 3, 0, -1, -1
- Cc1ccc([N+](=O)[O-])cc1S(=O)(=O)N1CCCC1
  2, 0, 8, 2, 2, 2, 2, 0, 1, 0
- O=[N+]([O-])c1ccc(O)c(/C=N\N=C2c3ccccc3-c3ccccc32)c1
  10, 9, -2, 7, 1, 2, 0, 0, -5, -9
- CCOc1ccccc1C(=O)NCCC(=O)O
  -3, 1, 2, 0, 1, -2, 11, 1, 12, -5
- O=C(NCC(=O)N(c1ccc2c(c1)OCO2)C(C(=O)NC1CCCC1)c1cccs1)c1ccco1 (stereo unspecified)
  2, -1, 1, -8, -2, -1, -6, -1, -7, 2
- Cc1c(C(=O)N2CCN(Cc3ccc4c(c3)OCO4)CC2)cccc1[N+](=O)[O-]
  5, -1, 10, 2, 1, 1, -3, 0, 4, 1
- CCc1noc(C)c1C(=O)NNC(=O)c1ccc(N(CC)CC)cc1
  -1, 3, 3, 7, 0, 1, 3, -3, -5, 0
- COC(=O)NCc1ccc2c(c1)OCO2
  -6, 0, -9, -6, -5, -1, 0, 0, 12, 0

Next records:
Results follow in this order: SIAE inh, rCAG RNA binder, TDP2 inh, ABHD4 inh, LEDGF integ inh, MBD2 inh, GC-B act, PRMT1 inh, HTRA1 inhibitor, TCR CD3 inh
- CCc1ccc(CN(C)C(=O)CCc2nnc(CCc3cccc(OC)c3)o2)nc1
  -5, -4, 3, 3, 2, 2, 5, -1, 0, 2
- Cc1ccc(-c2nnn(CCC(=O)NC(C)(C)C)n2)cc1
  1, -4, 2, -5, -2, 0, 1, -3, 0, 4
- Cc1ccc(Cn2cc(CN3CC=CS3(=O)=O)nn2)cc1
  7, 1, 0, 3, 3, -5, 1, 2, x, x
- COc1ccc(CN2CCN(S(=O)(=O)c3ccc(F)cc3)CC2)cc1OC
  3, -6, -6, 6, 2, 3, 1, -1, 4, 3
- C=CCN=C1N[C@@H](c2cccc(C(F)(F)F)c2)C(C(=O)OC)=C(C)N1CC
  2, 6, 2, 3, 2, 4, -22, -2, 11, -2
- CC(C)C[C@H]1CNC(=O)C(=O)N1C[C@@H]1CCCN1C[C@H](Cc1ccccc1)N1C[C@H](CC(C)C)N(CCc2ccccc2)C(=O)C1=O
  9, 0, 7, 5, -5, 7, -1, 4, x, -2
- Cc1ccc(S(=O)(=O)N2CCN(C(=O)COC(=O)/C=C/c3ccc([N+](=O)[O-])cc3)CC2)c(C)c1
  11, 2, 7, -2, 1, -5, -2, 1, 3, -2
- O=C(NCc1ccccn1)C(=O)NCc1ccccn1
  3, 0, 6, 0, -2, 1, -1, -2, 8, 2
- Cc1ccc(NC(=S)NNC(=O)C2CC2c2ccc(C)cc2)cc1 (stereo unspecified)
  -1, 5, -5, 4, 2, 0, 5, -2, -4, 1
- COc1cccc(C(=O)Nc2ccc3c(c2)CCCN3C(=O)c2cccs2)c1OC
  2, -7, 8, 0, 1, -5, -1, -2, -11, 10
- O=C(c1ccc(-c2ccccc2)cc1)N1CCN(Cc2ccccn2)CC1
  -2, -2, 0, -1, 3, -2, 3, 1, 0, -1
- CC(NC(=O)COC(=O)C1CCN(c2ccc(C(F)(F)F)cn2)CC1)c1ccc(F)cc1 (stereo unspecified)
  8, -2, 5, -7, 1, 0, -2, -6, -11, 3
- Cc1ccc(CNC(=O)c2cc(-c3ccccc3)nn2Cc2cc(C)no2)cc1
  -18, -1, 2, -39, -2, 0, 10, 0, -77, 2
- Cc1sc2ncnc(N3CCN(S(=O)(=O)c4ccc(F)cc4)CC3)c2c1C
  -10, -1, 0, 3, 2, 1, -6, 1, -18, 5
- O=c1oc2ccc([N+](=O)[O-])cc2c(N2CCOCC2)c1[N+](=O)[O-]
  -8, 2, 0, 2, 0, 1, 1, 4, x, -10
- CCCCC(=O)NS(=O)(=O)c1ccc(NS(C)(=O)=O)cc1
  0, 0, 3, 2, -4, 1, 3, 0, -1, -5
- Nc1cc2c(cc1Br)-c1ccc(F)cc1C2O (stereo unspecified)
  -1, 4, -4, 6, 0, 2, -2, -2, -1, -5

Shown with each value named: 2 of the compounds above
Cc1ccc(CNC(=O)c2cc(-c3ccccc3)nn2Cc2cc(C)no2)cc1
  SIAE inh = -18	rCAG RNA binder = -1	TDP2 inh = 2	ABHD4 inh = -39	LEDGF integ inh = -2	MBD2 inh = 0	GC-B act = 10	PRMT1 inh = 0	HTRA1 inhibitor = -77	TCR CD3 inh = 2

Cc1sc2ncnc(N3CCN(S(=O)(=O)c4ccc(F)cc4)CC3)c2c1C
  SIAE inh = -10	rCAG RNA binder = -1	TDP2 inh = 0	ABHD4 inh = 3	LEDGF integ inh = 2	MBD2 inh = 1	GC-B act = -6	PRMT1 inh = 1	HTRA1 inhibitor = -18	TCR CD3 inh = 5

Some of the compounds tested; count on the stated rates, not on these rows.
